SV40 large T antigen: TAg ATPase/helicase activity blockers – biochemical (AID 1903); inhibition, % at 20 µM; hits with a dose series show IC50 in µM; hit rate 0.39% among 310,000; SV40 large T antigen ATPase/helicase inhibition assay; higher % means a stronger effect; in the data active = a potency from the dose series; inconclusive = inhibition mostly from about 32% at the one dose, without a potency; inactive = the rest, 99 in 100 with inhibition below about 32%; note: strong numbers were not always called active
CSM14.1 death rescue: protection against thapsigargin-triggered cell killing – 384-well, CSM14.1, ATP luminescence, primary screen (AID 1222) | CSM14.1 thapsigargin-induced death rescue, ATP luminescence; higher % means a stronger effect | cellular ATP content (survival), % at 20 µM; hits with a dose series show EC50 in µM | 190,000 tested, under 10 active;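 active = EC50 below 50 µM in the dose-response confirmation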;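 note: death triggered by thapsigargin at about 15 µM added after 2 h compound pretreatment; cell ATP read after overnight thapsigargin exposure of roughly 18 to 22 hours; normalized against plate controls of thapsigargin alone and 5% DMSO vehicle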
PhoP inhibition: inhibitors of PhoP regulon expression, primary screen, Salmonella Typhimurium, GFP reporter (AID 1863); S. Typhimurium PhoP-regulated promoter GFP reporter, 4 h; higher % means a stronger effect; hit rate 0.16% among 300,000; inhibition, % at 50 µM, or IC50 in µM where a hit was titrated;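 active = inhibition over 29.93%, a cutoff 3 SD above the screen mean, later confirmed by dose response; inconclusive = inhibition over 29.93% but no dose response follow-up; inactive = inhibition at most 29.93% or unconfirmed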;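 note: 0% = low Mg2+ inducing control and 100% = high Mg2+ repressing control; strong numbers were not always called active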
Insulin prom up: MIN6 insulin promoter up-regulation; MIN6 insulin promoter-GFP reporter, high-content imaging; hits give high values; z-score at 5 µM; hit rate 0.3% among 190,000; AID 1625;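 active = z-score above 3 at 5 µM with at least 500 cells counted in the well; inconclusive = wells under 500 cells, flagged as cytotoxic or low count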
RSV CPE inhibition: RSV antiviral activity via CPE protection, HEp-2 cells, primary 10 µM value included (AID 2391); HEp-2 cells, RSV-induced CPE inhibition; higher % means a stronger effect; one-dose CPE inhibition, % at 10 µM; IC50 in µM for titrated hits; hit rate 0.13% among 310,000; in the data active = a potency from the dose series; inconclusive = CPE inhibition mostly from about 23% at the one dose, without a potency; inactive = the rest, 99 in 100 with CPE inhibition below about 21%; note: strong numbers were not always called active
TNAP activators: stimulation of alkaline phosphatase TNAP activity – biochemical, luminescent, no phosphate acceptor, uHTS, primary screen (AID 1001); activation fold at 20 µM; hits with a dose series show EC50 in µM; hit rate 0.03% among 200,000; purified TNAP, luminescent activation assay, no phosphate acceptor; higher activation fold means a stronger effect; in the data active = activation fold from about 3, or a potency from the dose series; inactive = the rest, 99 in 100 with activation fold below about 1.6; note: many of its hits are not listed in these tables
West Nile virus CPE: West Nile virus antiviral activity, cell-based, CPE readout (AID 1621); West Nile virus-infected cells, CPE inhibition; higher % means a stronger effect; CPE inhibition, % at 10 µM, or IC50 in µM where a hit was titrated; hit rate 0.02% among 290,000; in the data active = a potency from the dose series; inconclusive = CPE inhibition mostly from about 3.7% at the one dose, without a potency; inactive = the rest, 99 in 100 with CPE inhibition below about 2.2%; note: strong numbers were not always called active
PMI inhibitors: MPI enzyme activity inhibition – biochemical, fluorescence intensity, coupled assay, primary screen (AID 1209); purified PMI enzyme, coupled fluorescence intensity; higher % means a stronger effect; one-dose inhibition, % at 20 µM; IC50 in µM for titrated hits; hit rate 0.42% among 190,000;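 note: plate controls were DMSO vehicle for no effect and wells lacking substrate for full effect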
PMI inhibition: MPI inhibition at elevated mannose 6-phosphate – biochemical, fluorescence intensity, high mannose 6-phosphate, primary screen (AID 1220); hit rate 0.66% among 190,000; recombinant PMI enzyme, coupled fluorescence intensity; higher % means a stronger effect; inhibition, % at 20 µM; hits with a dose series show IC50 in µM
Insulin prom up cell count: second read-out of Insulin prom up, no call of its own (marks repeat the call); cell count; measured here: cytotoxicity, nuclei count;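 total cells summed across four imaged fields per well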
The depositor's hits bear a star; ? = inconclusive; / = not tested or not shown. Cut-off read from the data, not from the text of the source, unless noted: active = inhibition above about 50%; inactive = the rest.

mol	SV40 large T antigen	CSM14.1 death rescue	PhoP inhibition	Insulin prom up	Insulin prom up cell count	RSV CPE inhibition	TNAP activators	West Nile virus CPE	PMI inhibitors	PMI inhibition
Cc1cc(C)c(S(=O)(=O)N2CCCOC2CNC(=O)C(=O)NCc2ccncc2)c(C)c1 (centres undefined)	0%	1.5%	2%	0.06	1378	0.3%	1.1	0.3%	8%	-10%
NC(=O)CCC(=O)N1CCCC(C(=O)c2ccc(C(F)(F)F)cc2)C1 (centres undefined)	8%	/	-2%	/	/	0.2%	/	-0.3%	/	/
N#Cc1c(-c2ccncc2)c2c([nH]c1=S)CCCC2	16%	-2.9%	6%	1.6	1347	0.9%	1	0.1%	-15%	-6%
CC1(C)CC(=O)C=C(NCCCNC2CCCCC2)C1	-2%	-1.4%	19%	-0.76	749	1.0%	1.1	0.3%	1%	-8%
CCOC(=O)c1c(NC(=O)Cn2nnc(-c3ccccc3Cl)n2)sc(C)c1C	3%	-1.4%	-14%	0.92	1168	2.5%	1.1	/	16%	18%
CCOc1ccc(NC(=O)CN2CCN(CC(=O)Nc3ccc(OC)cc3)CC2)cc1	6%	2.7%	-1%	0.12	1114	0.3%	1	-0.7%	5%	7%
O=C(Nc1cc(N2CCCCC2)ncn1)c1ccc(F)cc1	9%	-2.3%	-5%	-0.4	1376	0.8%	1	-0.4%	14%	17%
Cc1cccc(Nc2c(-c3ccc(N4CCOCC4)cc3)nc3ncccn23)c1	22%	-2.1%	18%	-0.17	1026	1.4%	1.1	/	10%	10%
Cc1cc(C)cc(NC(=O)CSc2nnnn2-c2cccnc2)c1	6%	/	1%	/	/	1.6%	/	-0.7%	/	/
Cn1c(=O)oc2cc(S(=O)(=O)NCc3ccc(Cl)cc3)ccc21	3%	/	0%	/	/	0.9%	/	1.0%	/	/
CCc1ccc(CNc2ccc3c(c2)ncn3C(C)(C)C)cc1	25%	/	4%	/	/	3.8%	/	-1.1%	/	/
Cc1ccc(NC(=O)c2ncc(Cl)c(Cl)c2Cl)cc1C	1%	-0.5%	2%	-0.12	1265	0.8%	1.1	/	-2%	-10%
CC/C(=N/NC(=O)c1ccc(Br)o1)c1ccc(Cl)cc1	3%	3.1%	-10%	-0.11	1292	2.4%	1.1	1.0%	6%	7%
COc1cc(N2C(=O)CSC23C(=O)Nc2ccccc23)cc(OC)c1OC (centres undefined)	2%	-2.1%	11%	0.35	1486	0.9%	1.1	0.8%	15%	22%
COc1ccc(C)cc1S(=O)(=O)N(C)CC(=O)Nc1ccc2c(c1)OCCO2	5%	-0.1%	-1%	-0.11	1909	1.2%	1.1	0.5%	9%	13%
COC(=O)c1ccc(C)c(NC(=O)Cc2ccc([N+](=O)[O-])cc2)c1	-19%	2.0%	3%	0.84	1353	0.3%	1	-0.7%	13%	10%
O=C(c1ccc(-c2ccccc2)cc1)N1CCC(C(=O)N2CCCC2)CC1	5%	-1.8%	-8%	0.83	1317	5.9%	1.1	-0.3%	9%	5%
O=C(CSc1nc(O)cc(=O)n1-c1ccccc1)c1ccc(Br)cc1	2%	-0.3%	3%	0.04	1594	1.0%	1.5	-0.3%	-1%	-3%
O=C(NCCc1ccccc1)c1cccnc1	11%	-0.8%	-9%	0.63	900	1.7%	1.2	-0.2%	-13%	-4%
COc1cc(C2C(C(=O)c3ccc(C)o3)=C(O)C(=O)N2c2cc(C)on2)ccc1OCc1ccccc1 (centres undefined)	16%	/	-9%	/	/	-1.8%	/	-0.7%	/	/
CCOC(=O)CNC(=O)c1cc(OC)cc(OC)c1	5%	-2.7%	1%	/	/	-1.9%	1.1	0.1%	4%	14%
CC1(C)Cc2c(C#N)c(N3CCOCC3)nc(Cc3ccccc3)c2CO1	2%	0.5%	-1%	0.53	1219	0.9%	1.1	1.3%	1%	1%
O=C(Cn1cnc2cc([N+](=O)[O-])ccc2c1=O)N(Cc1ccccc1)C1CCS(=O)(=O)C1 (centres undefined)	-3%	-1.2%	-5%	/	/	0.0%	1.1	0.2%	3%	18%
Cc1nn(-c2cccc(C(F)(F)F)c2)c(=O)c2noc(C)c12	7%	/	-7%	-0.57	1390	0.2%	/	-0.1%	/	/
CC(C)c1ccc(Nc2nc(Cl)nc(NCCO)n2)cc1	12%	/	-2%	/	/	4.4%	/	-0.4%	/	/
O=C1c2[nH]nc(-c3ccccc3O)c2C(c2cccc(O)c2)N1Cc1ccco1 (centres undefined)	6%	-0.8%	-2%	1.5	1564	12%	1.2	1.0%	19%	19%
CC(=O)c1cc2c(cc1NC(=O)CCC1CCCC1)OCO2	14%	-3.0%	6%	0.77	1142	1.4%	1	1.2%	4%	4%
COc1cc(C(=S)NC2CCCCC2)ccc1O	?	1.2%	-1%	-0.52	1251	11%	1.1	0.0%	-2%	-1%
COc1cccc(NC(=O)N2CCc3ccccc3C2)c1	12%	/	5%	/	/	2.6%	/	0.3%	/	/
CN(CC1CCCO1)S(=O)(=O)c1ccc(C(=O)NCc2ccccc2)cc1 (centres undefined)	25%	-0.3%	3%	/	/	0.4%	1.1	1.2%	-11%	-6%

The list continues:
Molecule	SV40 large T antigen	CSM14.1 death rescue	PhoP inhibition	Insulin prom up	Insulin prom up cell count	RSV CPE inhibition	TNAP activators	West Nile virus CPE	PMI inhibitors	PMI inhibition
COc1cccc(NC(=O)c2ccccc2-c2nc(-c3cccc(C)c3)no2)c1	4%	0.0%	0%	-0.02	1150	5.7%	1.1	1.4%	15%	16%
O=C(O)Cc1ccc2sc(-c3ccccc3)nc2c1	0%	-4.6%	-5%	0.64	1364	2.0%	1.1	-0.6%	-1%	7%
Cc1cc2cc(CN(Cc3cccs3)C(=S)NCc3ccco3)c(=O)[nH]c2cc1C	4%	-0.6%	-1%	-1.2	1361	4.0%	1.1	-0.3%	29%	17%
Cc1ccc(CCNC(=O)CN(C)S(=O)(=O)c2cnc[nH]2)cc1	1%	-2.5%	-5%	0.63	1497	2.5%	0.9	-0.6%	17%	13%
CC(=O)N/C(=C\c1ccccc1Cl)C(=O)O	5%	-2.2%	-2%	/	/	0.0%	1	0.3%	-28%	-13%
Fc1cc(Br)ccc1NC(=S)Nc1cccnc1	11%	0.4%	3%	0.02	1666	8.7%	0.8	0.6%	-4%	-3%
Cn1c(=O)c2c(SCC(=O)Nc3ccc4c(c3)OCCO4)nc(CC(C)(C)C)nc2n(C)c1=O	5%	-1.4%	-1%	-1.3	1978	5.1%	1	-0.1%	21%	16%
Clc1ccc(-n2ncc3c(NCC4CCCO4)ncnc32)cc1 (centres undefined)	2%	/	15%	/	/	1.3%	1.1	1.6%	8%	10%
COc1ccccc1N1CCN(C(=O)CSc2nc(C)c(C)c(=O)[nH]2)CC1	3%	2.8%	-6%	1.1	1367	-0.7%	1.1	-0.4%	0%	5%
O=C(O)c1cccc(S(=O)(=O)N(Cc2ccccc2)c2ccccc2Cl)c1	-5%	/	-9%	/	/	1.4%	/	0.8%	/	/

Whole records as entered above. Screens in order: SV40 large T antigen	CSM14.1 death rescue	PhoP inhibition	Insulin prom up	Insulin prom up cell count	RSV CPE inhibition	TNAP activators	West Nile virus CPE	PMI inhibitors	PMI inhibition
CC(=O)c1cc2c(cc1NC(=O)CCC1CCCC1)OCO2 as listed: 14%	-3.0%	6%	0.77	1142	1.4%	1	1.2%	4%	4%
CC(=O)N/C(=C\c1ccccc1Cl)C(=O)O as listed: 5%	-2.2%	-2%	/	/	0.0%	1	0.3%	-28%	-13%

(further entries)
Molecule	SV40 large T antigen	CSM14.1 death rescue	PhoP inhibition	Insulin prom up	Insulin prom up cell count	RSV CPE inhibition	TNAP activators	West Nile virus CPE	PMI inhibitors	PMI inhibition
CCCCP(=O)(CCCC)Cc1ccccc1O	15%	-1.1%	0%	-0.5	1190	1.7%	1.1	0.1%	9%	5%
Cc1ccc(C)c(NC(=S)Nc2cccc3cnccc23)c1	0%	0.3%	2%	-0.84	1433	4.5%	1.1	-1.7%	50%*	39%
Cc1sc2ncnc(SCc3ccc(C(=O)O)cc3)c2c1C	5%	-0.4%	0%	/	/	1.6%	1	0.8%	-12%	-1%
CC1CN=C(N(C(=O)Nc2ccccc2)c2ccc(F)cc2)S1 (centres undefined)	-4%	1.6%	6%	0.47	1004	-1.8%	1.1	-0.5%	2%	5%
Cn1cc(Cl)c(C(=O)NNC(=S)NCc2ccco2)n1	10%	-0.6%	10%	0.26	1630	2.2%	2	0.1%	27%	11%
CCOC(=O)C1CCCN(CC(O)COc2ccccc2C(C)=O)C1 (centres undefined)	3%	-0.2%	3%	-0.44	875	0.4%	1.1	-0.4%	1%	-5%
C(=N\n1cnnc1)/c1cn(-c2cccs2)nc1-c1ccccc1	-6%	0.1%	13%	0.83	1069	-0.8%	1.1	0.1%	3%	0%
CCC(Sc1ccc2nnc(-c3ccc(F)cc3)n2n1)C(=O)OC (centres undefined)	?	-0.9%	-2%	0.65	1926	0.2%	1.1	0.1%	4%	-4%
Cn1cc(-c2ccno2)c(C(=O)O)n1	5%	0.0%	-8%	0	1156	2.1%	1	0.1%	-12%	-13%
CC(C)CCNC(=S)Nc1ccc([N+](=O)[O-])cc1	-10%	-5.0%	30%	-5	565	12%	1.1	?	9%	14%

4 records drawn at random from the list so far, as already listed:
Molecule	SV40 large T antigen	CSM14.1 death rescue	PhoP inhibition	Insulin prom up	Insulin prom up cell count	RSV CPE inhibition	TNAP activators	West Nile virus CPE	PMI inhibitors	PMI inhibition
Cc1sc2ncnc(SCc3ccc(C(=O)O)cc3)c2c1C	5%	-0.4%	0%	/	/	1.6%	1	0.8%	-12%	-1%
CCOC(=O)C1CCCN(CC(O)COc2ccccc2C(C)=O)C1 (centres undefined)	3%	-0.2%	3%	-0.44	875	0.4%	1.1	-0.4%	1%	-5%
CCCCP(=O)(CCCC)Cc1ccccc1O	15%	-1.1%	0%	-0.5	1190	1.7%	1.1	0.1%	9%	5%
CC(C)CCNC(=S)Nc1ccc([N+](=O)[O-])cc1	-10%	-5.0%	30%	-5	565	12%	1.1	?	9%	14%

Source: PubChem
